TRAIL sens C8 = caspase-8 TRAIL sensitization; NB7+C8 cells + TRAIL, ATPlite viability luminescence; inhibition (viability loss, TRAIL sensitization), % at 10 µM; actives 1% (n = 360,000); AID 624354;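 active means compounds causing at least 50% loss of cell viability in the single-dose screen, relative to plate controls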
CF NFkB block = blocks PAF-induced NF-kB reporter in cystic fibrosis cells; KKLEB NF-kB-GFP reporter, GFP fluorescence overnight; inhibition, % at 5 µM; actives 0.86% (n = 360,000); AID 588850;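 active means at least 50% inhibition at 5 µM, scaled per plate between neutral and stimulator controls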;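 further: PAF is a Pseudomonas aeruginosa culture filtrate used as stimulus; plate controls were PAF-stimulated DMSO wells for no effect and unstimulated DMSO wells for full effect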
NCOA3 inh = inhibitors of human steroid receptor coactivator 3 (SRC3). Q9Y6Q9. AID 588352. HEK293 GAL4-SRC3 luciferase reporter, luminescence. inhibition, % at 3.6 µM. actives 0.17% (n = 360,000);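 active means inhibition above a per-campaign cutoff, the mean of all compounds plus 3 SD, cut at about 60% in these data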;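 further: 0% = DMSO-treated cells and 100% = gossypol-treated cells at 36 µM; higher means less SRC3-driven luciferase light from the GAL4 reporter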
LMP1 NFkB inh = inhibitors of Epstein-Barr LMP1-induced NF-kappaB reporter; LMP1-induced NF-kappaB luciferase reporter cells, luminescence; inhibition, % at 12.5 µM; actives 0.69% (n = 350,000); in the data active means inhibition above about 41%;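 further: 0% = neutral control wells and 100% = reference inhibitor control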
TWEAK Fn14 block = TWEAK-Fn14 signaling inhibition. TWEAK-stimulated Fn14 reporter cells, luciferase luminescence, 8 h. inhibition, % at 10 µM. actives 2% (n = 360,000). AID 1159606; in the data active means inhibition above about 50%
LRH-1 inv ag = inverse agonists of human LRH-1 (NR5A2) | O00482 | HEK293T StAR-luciferase reporter, LRH-1 transfected, 24 h | inhibition, % at 3.6 µM | actives 0.13% (n = 360,000) | AID 602396;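 active means inhibition above the mean inhibition of all tested compounds plus 3 SD, cut at about 73% in these data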;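 further: 0% = DMSO wells and 100% = reporter-only cells lacking LRH-1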
Target sequence (O00482 whole entry, looked up): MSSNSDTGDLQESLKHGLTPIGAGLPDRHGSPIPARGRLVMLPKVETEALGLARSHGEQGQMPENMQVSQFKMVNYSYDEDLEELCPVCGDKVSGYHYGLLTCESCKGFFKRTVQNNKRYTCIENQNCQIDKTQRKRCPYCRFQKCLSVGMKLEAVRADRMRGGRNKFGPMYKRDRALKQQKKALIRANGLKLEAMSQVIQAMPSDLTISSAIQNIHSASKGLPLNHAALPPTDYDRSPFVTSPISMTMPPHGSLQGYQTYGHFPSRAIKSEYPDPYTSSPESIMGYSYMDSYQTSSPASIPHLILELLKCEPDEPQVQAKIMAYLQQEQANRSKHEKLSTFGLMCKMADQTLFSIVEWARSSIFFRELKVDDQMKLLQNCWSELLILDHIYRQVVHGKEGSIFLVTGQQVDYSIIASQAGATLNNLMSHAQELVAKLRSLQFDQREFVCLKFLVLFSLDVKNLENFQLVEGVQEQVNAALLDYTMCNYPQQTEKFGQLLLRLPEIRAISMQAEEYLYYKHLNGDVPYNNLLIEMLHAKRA
TROY NFkB inh = inhibitors of TROY-dependent NF-kB signaling; Q293 LMP1-TROYcd NF-kB luciferase reporter, 4 h; inhibition, % at 10 µM; actives 0.98% (n = 360,000);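 active means compounds whose plate-normalised and pattern-corrected inhibition of the luciferase reporter signal at the single screening dose is 50% or more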
KKLEB cytotox = counter-screen for CF NF-kB inhibitors: cytotoxicity. KKLEB CF airway cells viability, ATPlite luminescence, overnight; stronger effect = lower value; cells stimulated with P. aeruginosa culture filtrate. activity change (cytotoxicity), % at 5 µM. actives 0.36% (n = 360,000);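 active means corrected activity change at or below -50% at 5 µM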
SRC1 inh = inhibitors of human steroid receptor coactivator 1 (SRC1). Q15788. HEK293 GAL4-SRC1 luciferase reporter, luminescence. inhibition, % at 3.6 µM. actives 0.12% (n = 360,000);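 active means inhibition above the campaign mean plus 3 SD, with each screening campaign given its own cutoff, cut at about 60% in these data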;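 further: 0% = DMSO treated cells and 100% = gossypol at 36 µM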
NR2F2 inh = NR2F2 (human) inhibition, primary screen; P24468; HEK293T NGFI-A luciferase reporter, luminescence; inhibition, % at 8.6 µM; actives 0.7% (n = 370,000); AID 686940;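 active means inhibition above a per-plate cutoff, mean inhibition of test wells between control levels plus 3 SD, cut at about 38% in these data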;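 further: cells cotransfected with COUP-TFII expression vector driving the NGFI-A reporter; 0% = median of COUP-TF2 test wells and 100% = reporter-only cells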
Target sequence (P24468 whole entry, looked up): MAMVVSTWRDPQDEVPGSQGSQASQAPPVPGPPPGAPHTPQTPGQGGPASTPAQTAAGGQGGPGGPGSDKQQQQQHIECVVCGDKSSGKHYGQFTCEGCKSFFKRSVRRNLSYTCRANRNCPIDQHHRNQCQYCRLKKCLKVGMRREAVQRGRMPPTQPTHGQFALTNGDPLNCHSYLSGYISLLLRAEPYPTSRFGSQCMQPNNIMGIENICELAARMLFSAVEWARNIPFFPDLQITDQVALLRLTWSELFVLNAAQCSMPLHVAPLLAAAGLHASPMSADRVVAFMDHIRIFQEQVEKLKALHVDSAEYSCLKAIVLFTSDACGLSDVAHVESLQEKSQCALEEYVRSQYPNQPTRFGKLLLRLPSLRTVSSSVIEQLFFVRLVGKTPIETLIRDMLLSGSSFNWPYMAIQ
Shn3 3UTR inh = reduces Shn3 3'UTR luciferase signal in osteoblasts; Clone20 osteoblast Shn3 3'UTR firefly luciferase, 24 h; inhibition, % at 12.5 µM; actives 0.52% (n = 360,000); AID 588674;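 active means mean inhibition of at least 75% with every replicate also reaching 75%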;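 further: 0% = median of neutral control wells and 100% = pilot-screen positive control compound; some compounds past the cut are filed as inactive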
Starred values were filed as active, the others as inactive; nt = no result given. A portion of the library; rates above refer to the full screens.

Sequence of screens: TRAIL sens C8	CF NFkB block	NCOA3 inh	LMP1 NFkB inh	TWEAK Fn14 block	LRH-1 inv ag	TROY NFkB inh	KKLEB cytotox	SRC1 inh	NR2F2 inh	Shn3 3UTR inh
1. O=C(Nc1nc2ccccc2n1CCOc1ccc(Cl)cc1)c1ccco1
    -2	-7	9	27	9	9	-7	-8	12	-3	47
2. Cc1ccc(C(=O)NC2CCN(CCCC(=O)c3ccc(F)cc3)CC2)cc1
    9	12	-25	-3	-19	-2	10	0	2	0	5
3. COc1ccc(-c2cccc([C@H]3[C@@H]4C=CCC[C@@]4(C)C(=O)N3Cc3ccccc3)c2)cc1
    5	29	9	-6	0	9	12	-18	-5	6	8
4. COc1ccc2ccccc2c1C1NC(=O)c2ccccc2N1 (stereo not drawn)
    8	4	-4	5	22	-23	2	4	-10	25	-17
5. Cc1cccc(NC(=O)C2CCCN(C(=O)Nc3ccc(F)cc3)C2)c1C (stereo not drawn)
    13	3	-1	5	2	9	-7	12	-6	-5	11
6. O=C1Nc2ccccc2N=C(c2ccccc2)C1N1CCOCC1 (stereo not drawn)
    9	-1	4	3	15	13	-3	1	2	-11	0
7. Cc1noc(NS(=O)(=O)c2ccc(NC(=O)CSc3nc4c(cc3C#N)CCC4)cc2)c1C
    8	3	0	-1	-6	10	-7	-7	8	1	-14
8. CN1C(=O)CC(P(=O)(c2ccccc2)c2ccccc2)N(C)C1=O (stereo not drawn)
    17	3	10	31	-5	-26	-13	3	-14	8	-4
9. CCC(C(=O)OC)n1cnc2c(nnn2-c2ccc(OC)cc2)c1=O (stereo not drawn)
    -13	6	12	4	-4	2	-16	14	-15	-3	-11
10. COc1nc(Nc2ccc(C(C)C)cc2)nc(OC)n1
    7	-1	-16	6	-12	-39	-36	4	-46	-22	-52
11. O=C(NCc1ccccc1)c1ccccc1OCC(=O)N1CCCCC1
    -8	-2	19	-8	3	12	-12	-8	4	7	-8
12. Cc1ccc(OCC(=O)Nc2ccccc2C(N)=O)cc1
    52*	-15	-114	-6	-3	-130	-30	1	-72	-12	-93
13. N#Cc1ccc(Oc2ccc(NC(=O)C3CC=CCC3C(=O)O)cc2)cc1 (stereo not drawn)
    2	6	-2	-1	-11	4	10	4	0	37	-2
14. CSc1ccccc1OCc1cc(C(=O)NCC(C)(C)N2CCOCC2)no1
    3	-1	6	-6	0	17	11	10	8	16	2
15. OC(CC#CCN1CCOCC1)(c1ccccc1)c1ccccc1
    7	3	-12	-36	6	12	-12	1	1	14	4
16. C[n+]1ccc(C(=O)Nc2ccccc2Cl)cc1
    -6	-1	5	9	3	10	-4	21	7	-21	13
17. O=C(COc1ccc(Br)cc1)N1CCC(c2ccccc2)C1 (stereo not drawn)
    8	9	2	-10	-27	3	-54	-1	6	-8	-4
18. C=CCN(CC=C)CC(=O)Nc1cccc(Oc2cnccn2)c1
    7	19	-23	0	-11	7	-31	5	10	13	-7
19. O=c1c2cc(F)ccc2sn1-c1ccccc1
    -6	44	-14	2	-1	-1	-21	-17	-17	8	-2
20. Cc1c(C#N)sc(C(N)=O)c1C
    5	-1	16	2	3	-5	-8	-1	-7	-2	-6

Further results.
Sequence of screens: TRAIL sens C8	CF NFkB block	NCOA3 inh	LMP1 NFkB inh	TWEAK Fn14 block	LRH-1 inv ag	TROY NFkB inh	KKLEB cytotox	SRC1 inh	NR2F2 inh	Shn3 3UTR inh
21. O=C(NCC(O)c1ccccc1)c1ccccc1 (stereo not drawn)
    12	-1	-88	-11	21	-169	-26	8	-130	-27	-50
22. CCCCNC(=O)Oc1ccc(C(=O)N2c3ccccc3NC(=O)C2C)cc1 (stereo not drawn)
    -3	10	-9	-1	13	-6	6	5	-9	13	-2
23. O=C(NCCN1CCCc2ccccc21)C1CCC(=O)N(CCc2ccccc2)C1 (stereo not drawn)
    -6	-12	-2	-3	1	-8	-11	-14	-62	14	-20
24. O=C1CCC(C(=O)N2CCCCO2)CN1Cc1ccc(Cl)cc1 (stereo not drawn)
    -9	-8	12	-3	-11	-9	6	5	-1	-16	3
25. CC/C(C)=N/Nc1ccc(S(=O)(=O)N2CCCC2)cc1[N+](=O)[O-]
    -3	7	19	5	19	-11	10	-6	5	-9	8
26. Cc1ccc(C(C(=O)NCC2CCCO2)N(C(=O)c2snc(C(N)=O)c2N)c2ccc(F)cc2)o1 (stereo not drawn)
    6	-8	-8	-6	13	-19	-5	-5	15	2	8
27. NS(=O)(=O)c1ccc(NC(=O)COc2ncnc3sccc23)cc1
    -5	19	15	5	-9	11	5	-9	10	24	5
28. O=C(Nc1ccc2c(c1)[C@@H]1C[C@@H](CC(=O)N3CCCCC3)O[C@@H](CO)[C@@H]1O2)NC1CCCCC1
    -1	-10	14	1	14	-3	-16	16	8	-9	-3
29. Cc1ccc(-n2[nH]c(C)c(/C=N/n3c(C)nc4ccccc4c3=O)c2=O)cc1
    20	-3	1	3	3	7	0	-3	-7	-2	-8
30. Cc1ccc(NC(=O)CS(=O)CC(=O)NCCCc2ccccc2)cc1Cl (stereo not drawn)
    -3	0	7	6	4	-7	9	-9	3	10	-5
31. CCN(CC)C(=O)C(c1ccccc1)S(=O)(=O)N1CCOCC1 (stereo not drawn)
    4	30	23	-1	-3	11	0	-14	-2	10	-20
32. COc1cccc(NC(=O)C2(C)CCN2Cc2ccc3ccccc3c2)c1 (stereo not drawn)
    16	18	7	nt	-22	-2	2	-10	2	8	7
33. COC(=O)CSc1nc(C)c2c(n1)CCCC2
    0	-1	14	-1	-21	18	-17	0	6	-12	55
34. O=C1CSC(=S)N1/N=C/c1ccc(O)c(O)c1O
    6	10	3	-3	78*	-4	-4	-11	-33	nt	nt
35. CC(=O)N1CCC(=NNc2nc3ccccc3s2)CC1
    -3	-8	-64	-10	18	-69	21	11	-135	-15	-86
36. CCCCCCN1C[C@H](n2cc(-c3ccc(F)cc3)nn2)[C@@H](O)C[C@@H]1c1ccc(C)cc1
    1	19	9	-5	3	-23	-4	-6	-10	5	24
37. Cc1ccc(C)n1-c1ccc(C#N)cn1
    1	3	15	1	2	6	-9	-10	-12	-8	-14
38. CC(=O)Nc1ccc(S(=O)(=O)NCCC(=O)NCC2COc3ccccc3O2)cc1 (stereo not drawn)
    -3	-33	11	-3	6	-12	-14	0	-5	1	-15
39. COc1cc(/C=N/n2c(-c3ccccc3)n[nH]c2=S)ccc1O
    5	18	11	1	4	21	-9	-13	-4	5	26
40. COc1cc(NC(=O)c2onc(C)c2Cl)cc(OC)c1OC
    0	-17	-9	-3	22	-10	2	8	-11	-4	7

(cont.)
Sequence of screens: TRAIL sens C8	CF NFkB block	NCOA3 inh	LMP1 NFkB inh	TWEAK Fn14 block	LRH-1 inv ag	TROY NFkB inh	KKLEB cytotox	SRC1 inh	NR2F2 inh	Shn3 3UTR inh
41. Cc1oc(-c2cc3c(cc2Cl)OCO3)nc1CN1CCCC1c1ccc(F)cc1 (stereo not drawn)
    8	0	20	8	-7	7	10	-2	2	4	13
42. N#CC1=C(N)Oc2ccccc2C12C(=O)Nc1n[nH]c(-c3ccccc3)c12 (stereo not drawn)
    -15	5	-3	-18	8	5	13	-8	-18	18	8
43. O=Cc1ccc(OC2OCCOC2Oc2ccc(C=O)cc2)cc1 (stereo not drawn)
    -7	-12	17	-13	9	-4	10	2	8	0	6
44. CCn1nc(C)c(/C=N/NC(=O)Cc2ccc(Cl)cc2)c1C
    26	-4	-30	-12	-18	-36	-77	1	-54	nt	-29
45. Cc1ccc(S(=O)(=O)N(C)CC(=O)N(C)CCOc2ccccc2)cc1
    -25	10	-25	-5	3	-13	5	5	3	-15	5
46. COc1ccc(Br)cc1C1CC(=O)C(C)C(c2cc(Br)ccc2OC)N1 (stereo not drawn)
    -7	4	15	-10	-16	3	-14	-12	9	-15	25
47. CC(=O)c1ccc(N2CCN(C(=O)c3nn(C)c4c3CS(=O)(=O)c3ccccc3-4)CC2)cc1
    -5	0	11	4	-14	14	-18	0	11	15	21
48. Cc1nc(-c2ccc(F)cc2)c(CC(=O)N(C)CC(=O)Nc2ccc(Cl)c(C(F)(F)F)c2)s1
    4	19	20	-11	26	4	43	-26	0	26	15
49. Nc1c(C(=O)NCc2cccnc2)sc(=S)n1-c1ccccc1
    -7	0	15	8	13	16	1	-1	5	-1	-7
50. O=C(N/N=C/C=C\c1ccccc1[N+](=O)[O-])c1cccs1
    1	6	-5	15	-19	-21	-53	6	-19	-21	8
51. O=C1N=C(N2CCCCC2)SC1=C1CCCCC1
    -2	9	-86	-31	-20	-69	-27	-5	-59	-18	-62

Single records, as listed above.
Nc1c(C(=O)NCc2cccnc2)sc(=S)n1-c1ccccc1 is listed with TRAIL sens C8: -7; CF NFkB block: 0; NCOA3 inh: 15; LMP1 NFkB inh: 8; TWEAK Fn14 block: 13; LRH-1 inv ag: 16; TROY NFkB inh: 1; KKLEB cytotox: -1; SRC1 inh: 5; NR2F2 inh: -1; Shn3 3UTR inh: -7
CC(=O)c1ccc(N2CCN(C(=O)c3nn(C)c4c3CS(=O)(=O)c3ccccc3-4)CC2)cc1 is listed with TRAIL sens C8: -5; CF NFkB block: 0; NCOA3 inh: 11; LMP1 NFkB inh: 4; TWEAK Fn14 block: -14; LRH-1 inv ag: 14; TROY NFkB inh: -18; KKLEB cytotox: 0; SRC1 inh: 11; NR2F2 inh: 15; Shn3 3UTR inh: 21

5 compounds already listed, arranged by the number in LRH-1 inv ag, low to high.
nr | mol | CF NFkB block | NCOA3 inh | LMP1 NFkB inh | TWEAK Fn14 block | LRH-1 inv ag | SRC1 inh | NR2F2 inh | Shn3 3UTR inh
45 | Cc1ccc(S(=O)(=O)N(C)CC(=O)N(C)CCOc2ccccc2)cc1 | 10 | -25 | -5 | 3 | -13 | 3 | -15 | 5
48 | Cc1nc(-c2ccc(F)cc2)c(CC(=O)N(C)CC(=O)Nc2ccc(Cl)c(C(F)(F)F)c2)s1 | 19 | 20 | -11 | 26 | 4 | 0 | 26 | 15
42 | N#CC1=C(N)Oc2ccccc2C12C(=O)Nc1n[nH]c(-c3ccccc3)c12 (stereo not drawn) | 5 | -3 | -18 | 8 | 5 | -18 | 18 | 8
41 | Cc1oc(-c2cc3c(cc2Cl)OCO3)nc1CN1CCCC1c1ccc(F)cc1 (stereo not drawn) | 0 | 20 | 8 | -7 | 7 | 2 | 4 | 13
47 | CC(=O)c1ccc(N2CCN(C(=O)c3nn(C)c4c3CS(=O)(=O)c3ccccc3-4)CC2)cc1 | 0 | 11 | 4 | -14 | 14 | 11 | 15 | 21
